Source: PubChem (Southern Research Specialized Biocontainment Screening Center)
inhibitors of VEEV: inhibitors of VEEV TC-83 cytopathic effect, confirmation, Vero cells (AID 588727). Vero cells, VEEV TC-83 cytopathic effect inhibition; higher % means a stronger effect. actives 0.13% (n = 350,000). inhibition, % at 20 µM; hits with a dose series show IC50 in µM; in the data active = a potency from the dose series; inconclusive = inhibition mostly from about 14% at the one dose, without a potency; inactive = the rest, 99 in 100 with inhibition below about 12%; also: strong numbers were not always called active
H1N1 NS1A inhibition: H1N1 influenza NS1A inhibitors, functional cell based assay (AID 504329). inhibition, % at 12.5 µM; hits with a dose series show IC50 in µM. actives 0.3% (n = 340,000). NS1A functional cell-based assay, percent inhibition; higher % means a stronger effect; in the data active = a potency from the dose series; inconclusive = inhibition above about 27% without an active follow-up result; also: strong numbers were not always called active
PhoP GFP inhibition: PhoP regulon inhibitors, Salmonella typhi PhoP promoter GFP reporter, confirmatory (AID 1850); Salmonella Typhi PhoP-promoter GFP reporter, fluorescence, 4 h; higher % means a stronger effect; actives 0.33% (n = 310,000); inhibition, % at 50 µM, or IC50 in µM where a hit was titrated; in the data active = a potency from the dose series; inconclusive = inhibition mostly from about 25% at the one dose, without a potency; inactive = the rest, 99 in 100 with inhibition below about 19%;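 also: 0% = induced wells with vehicle and 100% = uninduced wells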
M. tuberculosis: growth inhibition of non-replicating M. tuberculosis (AID 488890) | Mycobacterium tuberculosis non-replicating, growth inhibition; higher % means a stronger effect | inhibition, % at 25 µM; hits with a dose series show IC50 in µM | actives 0.39% (n = 320,000); in the data active = a potency from the dose series; inconclusive = inhibition mostly from about 82% at the one dose, without a potency; inactive = the rest, 99 in 100 with inhibition below about 76%;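 also: plate controls were DMSO cells for no effect and high antibiotic wells for full effect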
H37Rv inhibition: M. tuberculosis growth inhibition, HTS (AID 449762); M. tuberculosis H37Rv growth inhibition, 7H9 media; higher % means a stronger effect; one-dose inhibition, % at 25 µM; IC50 in µM for titrated hits; actives 0.59% (n = 330,000); in the data active = a potency from the dose series; inconclusive = inhibition above about 70% without an active follow-up result;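 also: bacterial growth assessed after seven days of incubation; strong numbers were not always called active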
inhibitors of VEEV 10K pilot screen: further read-out of inhibitors of VEEV, marked with its call; inhibition, %; measured here: 10K pilot screen inhibition
Numbers without * were called inactive; i = inactive; ? = inconclusive; . = no result given. No enrichment for hits, and some 1.6% of all compounds hit somewhere here.

SMILES	inhibitors of VEEV	H1N1 NS1A inhibition	PhoP GFP inhibition	M. tuberculosis	H37Rv inhibition	others
CCN1C(=O)NC(c2ccccc2)(c2ccccc2)C1=O	0.0%	-2%	2%	-3%	5%
O=C(CSc1nc2ccccc2s1)Nc1ccc2c(c1)OCO2	i	-1%	-6%	?	58%
COc1cc(OC)c2c(c1O)OC(c1ccccc1)CC2=O (stereo unspecified)	0.9%	9%	8%	-6%	0%
O=C(COC(=O)c1cnccn1)c1ccc(-c2ccccc2)cc1	1.9%	-14%	-4%	30%	-2%
Cc1ccc(S(=O)(=O)N2CCN(C(=O)c3ccc(S(=O)(=O)N4CCCC4)cc3)CC2)cc1	0.5%	-4%	-4%	-1%	-2%
COC(=O)C1=C(c2cccc(OCc3ccccc3)c2)C[C@@H]2CC[C@H]1N2C(=O)NCCOc1ccccc1Cl	1.9%	-2%	.	24%	7%
CCN1CCN(c2oc(-c3ccc([N+](=O)[O-])cc3)nc2C#N)CC1	0.6%	.	3%	-11%	-1%
C[C@H]1CN([C@@H](C)CO)C(=O)c2cccc(NC(=O)Nc3ccc(C(F)(F)F)cc3)c2O[C@@H]1CN(C)S(=O)(=O)c1ccc(Cl)cc1	i	14%	.	66%	?
CC(c1ccc(F)cc1)n1cc(C(=O)NCCN(C)C)nn1 (stereo unspecified)	i	-40%	-1%	14%	4%
CC(=O)Nc1ccc(SCCN2CC[C@@H](C)CCC2=O)cc1	5.3%	2%	.	6%	5%
CCc1cc(C(=O)N/N=C/c2ccc(O)cc2O)c2ccccc2n1	8.4%	-1%	8%	34%	2%
[O-][N+]1=C2CCC/C(=N\O)C2=NC12CCCCC2	i	3%	15%	-21%	-5%
CCOC(=O)c1c(C)[nH]c(C(=O)N/N=C/c2ccc(Br)cc2)c1C	12%	-2%	-3%	29%	12%
O=S(=O)(NCC1CCCO1)c1ccc(S(=O)(=O)N(Cc2ccc(F)cc2)C2CCCCC2)cc1 (stereo unspecified)	2.1%	-5%	-4%	0%	-5%
COc1ccc(-n2c(C(C)n3nc(C)c([N+](=O)[O-])c3C)n[nH]c2=S)cc1 (stereo unspecified)	3.2%	-1%	-11%	17%	0%
Cc1nc(N2CCCCC2)sc1C(=O)c1ccc(SCCO)c([N+](=O)[O-])c1	8.9%	9%	-2%	19%	12%
CC(=O)Nc1ccc(S(=O)(=O)Nc2nnc(CC(C)(C)C)s2)cc1	0.6%	-2%	3%	22%	0%
O=C(N/C(=C\c1ccc(Br)cc1)C(=O)N1CCCC1)c1ccccc1F	4.1%	-1%	0%	13%	-8%
COc1ccc(CC(=O)NCCc2ccc(OC)c(OC)c2)cc1	3.1%	20%	-2%	-2%	-3%
NC(=O)c1cccc2c3c([nH]c12)CCCC3	2.6%	7%	-1%	4%	-4%
CC(C)CCOc1cccc(OCC(=O)Nc2ccncc2)c1	3.9%	8%	6%	?	?
CCOC(=O)c1cnn(-c2ccccc2)c1-n1cccc1C(=O)C(=O)Nc1ccccc1	8.8%	5%	3%	1%	-6%
Cc1cccc(NC(=O)CN(c2ccc(C(C)C)cc2)S(=O)(=O)c2c(C)nn(C)c2C)n1	1.1%	6%	-12%	39%	-7%
COc1ccc(Cl)cc1NC(=O)CSc1nnc(C)c(=O)n1N	2.4%	-3%	-7%	-11%	-2%
O=C(CN1C(=O)C2C3C=CC(C3)C2C1=O)NC1CCCc2ccccc21 (stereo unspecified)	1.9%	5%	0%	-11%	-2%
COC(=O)C1=C(C(=O)OC)[C@@H]2N(C)c3ccccc3[C@@]23C[C@@H](C(=O)OC)N(C(=O)c2cccs2)C3=N1	0.5%	-8%	0%	-23%	-1%
CC(C)(C)OC(=O)N1CCN(C(=O)Nc2ccc3c(c2)OCCO3)CC1	i	-3%	8%	14%	-3%
Nc1cc(Cl)c2nonc2c1[N+](=O)[O-]	i	14%	38µM*	?	5.8µM*
N#Cc1ccccc1COc1cccc2c1CCCC2O (stereo unspecified)	i	-5%	6%	-4%	5%
COC(=O)[C@@H]1[C@@H](C#N)C2(c3ccccc3-c3ccccc32)N(c2ccc(Cl)cc2)N1C#N	12%	14%	21%	42%	-1%
C[C@@H](O)CC#Cc1ccc2oc(=O)c(-n3cc(-c4ccsc4)nn3)cc2c1	i	3%	.	16%	8%
C=CCN=Cc1sc2ccc(OCC)cc2c1O	.	.	0%	13%	1%
CCC(=O)N1N=C(c2ccc(C)o2)CC1c1ccc(N(C)C)cc1 (stereo unspecified)	0.0%	-3%	4%	9%	3%
CC1(C)CC(=O)C=C(Nc2ccccc2)C1	2.9%	-3%	2%	-14%	0%
CC(C)COc1cccc(C(=O)NC(=S)NCc2cccnc2)c1	1.4%	-2%	-4%	59%	1%
Cc1cc(NC(=O)CN2C(=O)[C@@H]3[C@H](C2=O)[C@@H]2C[C@H]3C(Br)C2Br)no1 (stereo partly specified)	i	-10%	0%	-2%	4%
CCC(C)C(=O)Nc1ccc(OC)cc1OC (stereo unspecified)	3.5%	-19%	3%	12%	5%
COC(=O)c1c(-c2ccc(Br)cc2)noc1N	6.8%	6%	-4%	49%	.
CCC(CC)C(=O)c1c[nH]c(C(=O)O)c1	i	0%	4%	0%	-1%	inhibitors of VEEV 10K pilot screen=0.2
CCC(C)OC(=O)C(C)Oc1ccc(-c2ccccc2)cc1 (stereo unspecified)	0.1%	-8%	-2%	?	99%
COCCCNC(=O)CSc1nc2sc(C(=O)OC)c(C)c2c(=O)n1N	0.4%	-3%	1%	10%	6%
CC1(C)CC(=O)C2=C(C1)Nc1ccccc1NC2c1cc(Cl)ccc1O (stereo unspecified)	0.5%	-1%	-6%	16%	2%
COc1ccc2nc(NC(=O)c3ccc(-n4nc(C)cc4C)cc3)sc2c1	2.1%	3%	-2%	7%	24%
Cc1nnc(SCCn2c(N3CCCCC3)nc3c2c(=O)[nH]c(=O)n3C)s1	1.0%	6%	-19%	-13%	-2%
Cc1ccccc1OC1CCN(C(=O)c2cc(COc3ccccc3)on2)CC1	1.3%	-1%	-2%	9%	10%
Cc1ccc(NC(=O)C(c2ccccc2)N2CCN(CC(=O)NC3CC3)CC2)cc1Cl (stereo unspecified)	5.9%	-6%	.	35%	-8%
CCOC(=O)C1(Cc2cccc(OC)c2)CCN(C/C=C/c2ccccc2)CC1	i	9%	13%	66%	8%
Cc1cccc(-c2oc3ccccc3c2C#CCCCCO)c1	1.4%	4%	-1%	9%	?
O=C(Nc1ccc(NS(=O)(=O)c2ccccc2)cc1)c1ccccc1	0.1%	-2%	3%	-25%	10%
CCCCn1c(SCC(=O)N2c3ccccc3CCc3ccccc32)nc2c1c(=O)n(C)c(=O)n2C	0.2%	15%	9%	1%	-3%
CC1(C)S[C@@H]2[C@H](NC(=O)C(C(=O)O)c3ccccc3)C(=O)N2[C@H]1C(=O)O (stereo partly specified)	1.7%	-6%	-10%	5%	-4%
Cc1ccccc1CC1(CO)CCCN(C(=O)c2ccccc2Cl)C1 (stereo unspecified)	i	-1%	-6%	15%	8%
CCOC(=O)C1CCN(C(=O)COC(=O)c2cc([N+](=O)[O-])ccc2N2CCOCC2)CC1	3.2%	-6%	1%	-14%	-8%
CCC1CN(C(=O)Nc2ccc(C)cc2)c2cc(C)ccc2O1 (stereo unspecified)	i	-12%	-11%	13%	0%
CCCN(CCC)CCCNC(=O)Cn1cnc2sc(C)c(S(=O)(=O)N3CCOCC3)c2c1=O	2.5%	5%	-1%	0%	1%
CCC(C)(C)NC(=O)CN(C(=O)c1ccc(N2CCCC2)nc1)c1ccc(F)cc1	0.3%	-21%	1%	-10%	-3%
CC(=O)CSc1nnc(CSc2ncccn2)n1C1CCCCC1	1.7%	5%	-7%	6%	1%
Cc1ccc(Cn2c(CCCO)nc3ccccc32)cc1	0.5%	-7%	-4%	33%	-7%
CC(=O)c1ccc(N2CCN(C(=O)c3ccc(NC4=NC5CS(=O)(=O)CC5S4)cc3)CC2)cc1 (stereo unspecified)	1.0%	-7%	2%	0%	5%
Cc1cccc(N(C)S(=O)(=O)c2ccc3[nH]cc(C(=O)N4CCOCC4)c(=O)c3c2)c1	1.3%	-11%	-12%	6%	-5%

2 records drawn at random from the list so far, as already listed:
SMILES	inhibitors of VEEV	H1N1 NS1A inhibition	PhoP GFP inhibition	M. tuberculosis	H37Rv inhibition	others
CCOC(=O)C1(Cc2cccc(OC)c2)CCN(C/C=C/c2ccccc2)CC1	i	9%	13%	66%	8%
CCC(C)C(=O)Nc1ccc(OC)cc1OC (stereo unspecified)	3.5%	-19%	3%	12%	5%

Remaining list, next part:
SMILES	inhibitors of VEEV	H1N1 NS1A inhibition	PhoP GFP inhibition	M. tuberculosis	H37Rv inhibition	others
CCOC(=O)N1CCN(C(=S)Nc2ccccc2C)CC1	1.1%	5%	-17%	-8%	3%
COC(=O)C1=C(c2ccc(F)cc2F)C[C@@H]2CC[C@H]1N2C(=O)NCc1ccco1	i	0%	.	39%	-9%
O=C(COc1ccccc1Cl)N1CCCC(N2CCN(c3ccc(F)cc3)CC2)C1 (stereo unspecified)	1.2%	-1%	-2%	50%	11%
Cc1ccc(NC(=O)Cn2ccsc2=N)c([N+](=O)[O-])c1	2.3%	-1%	5%	49%	5.5µM*	inhibitors of VEEV 10K pilot screen=5.9
Cc1ccc(N(C)S(=O)(=O)c2nnc(NC(=O)c3ccco3)s2)cc1	1.4%	7%	-6%	32%	4%
COc1ccc2[nH]c(=O)c(CN(Cc3ccc4c(c3)OCO4)C(C)=O)cc2c1	2.5%	-6%	-10%	12%	2%	inhibitors of VEEV 10K pilot screen=0.0
CSc1nncn1/N=C/c1ccc2c(c1)OCO2	0.9%	4%	-5%	2%	2%
C/C(=N\O)C(=O)NCCN1CCCCC1	0.8%	-9%	12%	-12%	-4%
CN1CCN(c2ccc(NC(=O)c3ccc(-c4ccc(Br)cc4)o3)cc2)CC1	9.4%	12%	29µM*	4.1µM*	?
CC(CN1C(C)CCCC1C)OC(=O)c1cccc(F)c1 (stereo unspecified)	i	-3%	-8%	-1%	3%
O=C(NC1CCN(C(=O)c2cccs2)CC1)c1ccccc1	i	0%	-2%	-11%	-14%
Cc1cccc(C)c1NC(=O)N1CC=CCC1	0.4%	-3%	-3%	-22%	8%
Cc1ccc(S(=O)(=O)N2CCCCC2)cc1NC(=O)c1ccc(Cl)nc1	8.1%	-6%	.	4%	-6%
O=C(O)CC1(CC(=O)N2CCOCC2)CCCC1	i	-6%	-6%	-1%	-1%
COc1ccc(OCCC(=O)OCC(=O)Nc2cccc(S(=O)(=O)N3CCOCC3)c2)cc1	1.0%	-4%	-3%	13%	-1%
CC1CCN(c2ccc(C(=O)O)cc2NS(=O)(=O)c2ccc(Br)cc2)CC1	i	14%	-11%	14%	0%
Cc1cccc(OCC(=O)Nc2nnc(S(=O)(=O)N3CCCCCC3)s2)c1	0.4%	1%	3%	3%	-11%
CC1=CC(C)(C)NC(=S)N1c1cccc2cc(S(=O)(=O)O)ccc12	0.2%	1%	-6%	-12%	-4%
O=C(NCC1CCCO1)c1nnc(Cc2ccc(F)cc2)o1 (stereo unspecified)	0.6%	4%	-20%	.	0%
O=S(=O)(NCc1cn2ccccc2n1)c1ccccc1F	0.3%	-7%	-5%	1%	2%
O=C(CSc1nc(O)c(Cc2ccccc2)c(=O)[nH]1)Nc1nc2c(s1)CCCC2	1.5%	4%	12%	60%	51%
CC(CCc1ccccc1)NS(=O)(=O)c1ccc(Cl)c(C(=O)O)c1 (stereo unspecified)	1.1%	-3%	9%	1%	3%
COc1ccc(/C=N/NC(=O)c2c(C)nc3ccc(Cl)cn23)cc1OC	i	-20%	-13%	-12%	2%

Among those listed so far, 5 contain a furan ring, fused or not.
SMILES	inhibitors of VEEV	H1N1 NS1A inhibition	PhoP GFP inhibition	M. tuberculosis	H37Rv inhibition	others
CCC(=O)N1N=C(c2ccc(C)o2)CC1c1ccc(N(C)C)cc1 (stereo unspecified)	0.0%	-3%	4%	9%	3%
Cc1cccc(-c2oc3ccccc3c2C#CCCCCO)c1	1.4%	4%	-1%	9%	?
COC(=O)C1=C(c2ccc(F)cc2F)C[C@@H]2CC[C@H]1N2C(=O)NCc1ccco1	i	0%	.	39%	-9%
Cc1ccc(N(C)S(=O)(=O)c2nnc(NC(=O)c3ccco3)s2)cc1	1.4%	7%	-6%	32%	4%
CN1CCN(c2ccc(NC(=O)c3ccc(-c4ccc(Br)cc4)o3)cc2)CC1	9.4%	12%	29µM*	4.1µM*	?
